GPR35 antagonists: GPR35 antagonists blocking zaprinast-driven arrestin recruitment, primary screen, imaging, U2OS, beta-arrestin-GFP, zaprinast agonist (AID 2058) | U2OS GPR35 beta-arrestin-GFP translocation imaging, zaprinast antagonism; higher % means a stronger effect | 290,000 tested, 0.052% active | inhibition, % at 10 µM; hits with a dose series show IC50 in µM;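 active = inhibition of at least 50% with at least 30 cells and total cytoplasm GFP at most 10,000,000; inconclusive = under 30 cells or total GFP of 10,000,000 plus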
NS5 inhibitors: Dengue-2 NS5 methyltransferase inhibitors, primary screen, biochemical, confirmation dose response (AID 588689); Dengue-2 NS5 methyltransferase capping enzyme assay, biochemical; higher % means a stronger effect; inhibition, % at 25 µM, or IC50 in µM where a hit was titrated; 340,000 tested, 0.3% active; in the data active = a potency from the dose series; inconclusive = inhibition above about 29% without an active follow-up result
K1F lysis inhibition: inhibition of K1F phage lysis, E. coli UTI89, bacterial capsule biogenesis inhibitors, alamar blue (AID 488966). E. coli UTI89 K1F phage lysis, alamar blue, 2 h; higher % means a stronger effect. one-dose inhibition, % at 100 µM; IC50 in µM for titrated hits. 340,000 tested, 0.02% active;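 active = phage lysis inhibition, versus mean bacterial control, above a set limit; inconclusive = no clear call, values can overlap the other calls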;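 note: capsule biogenesis inhibitors block K1F phage lysis so surviving cells raise fluorescence; higher fluorescence means more inhibition of phage lysis; actives were called in the ten point dose series up to 300 µM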
NTR1 agonist: NTR1-driven beta-arrestin-GFP spot formation – imaging, U2OS cells, high content, primary screen (AID 493036). agonist mode. 330,000 tested, 0.17% active. activation, % at 20 µM. P30989;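 active = activation at or above 40% of the spot to cytoplasm intensity ratio, with at least 20 cells analyzed; inconclusive = wells under 20 cells, flagged as cytotoxic or low count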;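 note: 0% = DMSO without peptide and 100% = 100 nM NTR1 peptide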
Target sequence (P30989 whole entry, looked up): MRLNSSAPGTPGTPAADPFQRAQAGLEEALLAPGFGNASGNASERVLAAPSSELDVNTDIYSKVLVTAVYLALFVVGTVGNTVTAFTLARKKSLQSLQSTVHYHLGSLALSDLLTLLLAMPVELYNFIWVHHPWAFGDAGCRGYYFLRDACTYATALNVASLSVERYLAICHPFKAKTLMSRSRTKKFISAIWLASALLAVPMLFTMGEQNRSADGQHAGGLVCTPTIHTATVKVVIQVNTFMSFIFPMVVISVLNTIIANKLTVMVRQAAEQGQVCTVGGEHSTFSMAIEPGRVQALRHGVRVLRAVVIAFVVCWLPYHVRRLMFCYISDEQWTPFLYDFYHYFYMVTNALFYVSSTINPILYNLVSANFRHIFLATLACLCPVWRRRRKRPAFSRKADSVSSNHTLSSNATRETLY
AID2073: inhibitors of Mint1-CaV2.2 protein interaction, biochemical, HTRF (AID 2073); HTRF protein-protein interaction, Mint1-CaV2.2; higher % means a stronger effect; 290,000 tested, 0.19% active; inhibition, % at 20 µM, or IC50 in µM where a hit was titrated; in the data active = inhibition mostly above about 51%, no sharp cut-off; inconclusive = no clear call, values can overlap the other calls; inactive = mostly below about 53%; note: some results filed as inactive read as strong as hits
WT yeast gro inh: growth inhibition of WT yeast, mitochondrial fusion screen; mitochondrial fusion phenotypic screen, WT strain; AID 1362; 190,000 tested, 2.1% active; inhibition, % at 10 µM; in the data active = inhibition above about 58%; tested in S. cerevisiae
Autophagy mod: alters autophagy in cells; MEF GFP-LC3 puncta imaging; test concentration mostly 10 µM; calls only at 10 µM (by protocol); 190,000 tested, 0.98% active; AID 463193;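 active = percentage of spot-positive cells more than 3 SD above its plate mean, without a fluorescence outlier flag or 80% toxicity; inconclusive = no clear call, values can overlap the other calls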;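 note: spot-positive cell cutoff set from DMSO-treated cells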
RSV antiviral HEp-2: inhibition of RSV-induced cytopathic effect – HEp-2 cells, primary 10 µM value included (AID 2391); HEp-2 cells, RSV-induced CPE inhibition; higher % means a stronger effect; CPE inhibition, % at 10 µM, or IC50 in µM where a hit was titrated; 310,000 tested, 0.13% active; in the data active = a potency from the dose series; inconclusive = CPE inhibition mostly from about 23% at the one dose, without a potency; inactive = the rest, 99 in 100 with CPE inhibition below about 21%; note: strong numbers were not always called active
LYP inhibition: inhibitors of LYP phosphatase, biochemical, fluorescence intensity, uHTS (AID 1779); 290,000 tested, 0.054% active; inhibition, % at 11.5 µM; hits with a dose series show IC50 in µM; recombinant LYP phosphatase, fluorescence intensity; higher % means a stronger effect; in the data active = inhibition above about 50%;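 note: plate controls were vehicle with enzyme for no effect and no enzyme for full effect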
WT yeast gro inh mutant strain: also measured in WT yeast gro inh; calls as there; inhibition, %; mitochondrial fusion phenotypic screen, mutant strain inhibition
Autophagy mod cell loss 18 h: also measured in Autophagy mod; calls as there; toxicity, %; measured here: cell loss, nuclei count;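 cell loss after 18 h compound exposure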
NTR1 agonist cell count 20 µM: recorded beside NTR1 agonist, whose call it bears; cell count; measured here: cell count, cytotoxicity flag
NS5 inhibitors pilot replicate: further read-out of NS5 inhibitors, marked with its call; inhibition, %; measured here: pilot screen replicate inhibition
The depositor's hits bear a star; i = inactive; ? = inconclusive; . = not tested or not shown; + = active, no number; [ ] = dose if it differs, or a comment.

Preview (5 entries):
SMILES	GPR35 antagonists	NS5 inhibitors	K1F lysis inhibition	NTR1 agonist	NTR1 agonist cell count 20 µM	AID2073	WT yeast gro inh	WT yeast gro inh mutant strain	Autophagy mod	Autophagy mod cell loss 18 h	RSV antiviral HEp-2	LYP inhibition	others
CCn1ncc(/C=N\NC(=O)c2ccc3c(c2)c(C)c(C)n3Cc2ccccc2)c1C	-17%	7%	2.5%	2.0	64	42%	47	30	i	-16	3.3%	2%
COCCn1c(SCC(=O)N2CCCCCC2)nc2c(c1=O)SCC2	4%	-8%	-0.4%[50 µM]	0.1	72	-1%	.	.	.	.	0.2%	-7%
Cc1ccc(C(=O)NNC(=O)CSc2nnc(CNc3ccc(F)cc3)n2C)cc1	-8%	.	.	0.3	35	-10%	-10	-7	i	-6	1.8%	-3%
O=C1N2c3ccccc3CCc3cccc(c32)C1(O)C(F)(F)F (stereo not given)	-6%	-1%	1.1%	0.7	58	2%	4	3	i	-4	5.3%	4%
Cc1cc(NC(=O)CSc2nc3c(c(=O)n2CCc2ccccc2)SC(C)C3)no1 (stereo not given)	-6%	1%	4.0%	2.5	66	-2%	3	-4	i	7	2.7%	3%

Results, previewed entries included:
SMILES	GPR35 antagonists	NS5 inhibitors	K1F lysis inhibition	NTR1 agonist	NTR1 agonist cell count 20 µM	AID2073	WT yeast gro inh	WT yeast gro inh mutant strain	Autophagy mod	Autophagy mod cell loss 18 h	RSV antiviral HEp-2	LYP inhibition	others
CCn1ncc(/C=N\NC(=O)c2ccc3c(c2)c(C)c(C)n3Cc2ccccc2)c1C	-17%	7%	2.5%	2.0	64	42%	47	30	i	-16	3.3%	2%
COCCn1c(SCC(=O)N2CCCCCC2)nc2c(c1=O)SCC2	4%	-8%	-0.4%[50 µM]	0.1	72	-1%	.	.	.	.	0.2%	-7%
Cc1ccc(C(=O)NNC(=O)CSc2nnc(CNc3ccc(F)cc3)n2C)cc1	-8%	.	.	0.3	35	-10%	-10	-7	i	-6	1.8%	-3%
O=C1N2c3ccccc3CCc3cccc(c32)C1(O)C(F)(F)F (stereo not given)	-6%	-1%	1.1%	0.7	58	2%	4	3	i	-4	5.3%	4%
Cc1cc(NC(=O)CSc2nc3c(c(=O)n2CCc2ccccc2)SC(C)C3)no1 (stereo not given)	-6%	1%	4.0%	2.5	66	-2%	3	-4	i	7	2.7%	3%
CCOCc1cc(CN2CCC(CCC(=O)NC3CC3)CC2)ccc1OC	2%	-7%	0.1%	-0.7	58	4%	.	.	.	.	0.5%	-3%	NS5 inhibitors pilot replicate=-6.7
Cc1ccc(S(=O)(=O)N(C)c2ccc3c(ncn3C)c2[N+](=O)[O-])cc1	.	7%	0.3%	-2.6	78	.	.	.	.	.	-1.7%	.
O=C(NC1CCCCCC1)c1ccc(N2CCCC2=O)cc1	9%	-1%	-0.5%	-1.7	93	-4%	-3	17	i	10	0.6%	-10%
CCn1c(COc2ccccc2)nc2ccccc21	-6%	-3%	7.5%	0.7	39	1%	-13	-5	i	-1	0.1%	1%
CCN1CCN(C(=O)c2ccc3c(c2)N(Cc2ccccc2)C(=O)c2ccccc2S3=O)CC1 (stereo not given)	-6%	-3%	4.0%	-2.5	71	-3%	.	.	.	.	-0.6%	-8%
Cc1ccc(-c2ccc(=O)n(CC(=O)N3CCN(c4cc(Cl)ccc4C)CC3)n2)cc1	-18%	0%	5.6%	7.9	66	7%	17	0	i	-3	-3.9%	12%
CCCc1nnc(SCC(=O)N2CCCC2)n1CC1CCCO1 (stereo not given)	12%	-8%	0.5%	-2.0	63	-10%	7	32	i	-7	2.6%	-2%
O=C(Cn1cnc2c(cnn2-c2ccccc2)c1=O)NCCc1ccccc1	-2%	-7%	2.0%	1.3	57	6%	-17	11	i	1	-1.7%	-2%
CCN(C(=O)COC(=O)c1cccnc1SC)C1CCCCC1	.	-2%	0.7%[50 µM]	-1.3	60	.	.	.	.	.	-0.2%	.
COc1ccc(-c2ocnc2C(=O)NCc2nn(-c3ccccc3)nc2C)cc1	14%	2%	3.2%	5.2	55	6%	.	.	.	.	.	-1%
O=C(COc1nsnc1N1CCOCC1)Nc1ccc(Br)cc1	-7%	5%	0.3%	0.7	36	6%	.	.	.	.	?	-5%
O=C(Oc1ccccc1)c1ccc(NC(=O)c2ccco2)cc1	9%	-4%	4.5%	-1.3	60	0%	3	7	i	-4	2.3%	2%
Cc1cccc2cc(C#N)c(N3CCCC3)nc12	-1%	-9%	0.7%	4.2	81	-15%	3	22	i	-4	4.0%	-8%
Cc1ccccc1C(=O)O/N=C(\N)c1ccncc1	1%	-12%	0.4%	4.0	95	3%	4	1	i	-22	4.6%	1%
Cn1c(=O)[nH]c(=O)c2c1[nH]c(=S)n2Cc1ccc(Cl)cc1	12%	-7%	0.3%	0.0	77	-33%	.	.	.	.	0.4%	1%
CSc1nc(NC(C)=O)nc(C)c1Cl	10%	-3%	0.5%	.	.	10%	12	30	i	-5	.	-4%
Cn1nc(C(F)(F)F)c(C(=O)Nc2cccc(C(F)(F)F)c2)c1SCc1ccc(Cl)cc1	-2%	5%	0.1%	9.1	71	3%	20	11	i	6	-1.3%	4%	NS5 inhibitors pilot replicate=0.9
Cc1ccc(S(=O)(=O)N(C)c2ccc(C(=O)N(CC(C)C)C3CCS(=O)(=O)C3)cc2)cc1 (stereo not given)	.	0%	0.1%[50 µM]	-1.1	58	.	.	.	.	.	1.4%	.
CCC(C)N(C(=O)COc1ccccc1C(=O)NCc1ccccc1)C1CCS(=O)(=O)C1 (stereo not given)	-7%	-6%	1.1%[50 µM]	0.5	69	10%	.	.	.	.	1.6%	-12%
CCc1ccc2c(c1)C1(NN=C(c3cccc4ccccc34)S1)C(=O)N2 (stereo not given)	16%	10%	-0.2%	8.8	34	-1%	19	-20	+	26*	7.4%	1%
C/C(=C\c1ccccc1)C(=O)NC1CCSC1=O (stereo not given)	-6%	-6%	-0.4%	-0.2	69	3%	.	.	i	-29	-0.9%	4%
COc1ccc2nc(SCC(=O)NCc3ccccc3)[nH]c2c1	14%	-12%	-0.9%	1.0	69	10%	.	.	.	.	6.5%	-4%
Cc1ccc(S(=O)(=O)NCC(=O)N(CC(=O)NCC2CCCO2)c2cccc(F)c2)cc1 (stereo not given)	-16%	0%	0.1%	-0.1	53	?	.	.	.	.	1.7%	-7%
S=C(NCC1CCCO1)n1nnc2ccccc21 (stereo not given)	15%	.	.	4.6	43	-16%	.	.	i	3	2.1%	-3%
CSc1ncc(C(=O)O)c(C)n1	-1%	0%	1.9%	-2.2	90	36%	-4	-12	i	-21	0.7%	-3%
O=C(Nc1cccnc1)c1cc(-c2ccc(F)cc2)on1	-9%	1%	0.2%	1.0	49	24%	22	3	i	16	-1.7%	-7%
O=C(CSc1ccc(Br)cc1)N1CCOCC1	1%	-10%	0.2%	-1.8	89	2%	.	.	.	.	-0.1%	-7%
COC(=O)CCC(=O)OC1(C)C(=O)C=C2C=C(C3CC3)N(c3cccc(C#N)c3)C=C2C1=O (stereo not given)	-1%	21%	-0.5%	5.7	44	21%	.	.	.	.	0.5%	-5%
Clc1ccc(-c2nc3cnccn3c2Nc2ccc3c(c2)OCO3)cc1	-4%	-1%	4.4%	-0.8	71	-28%	22	13	.	.	1.6%	0%
CC(Oc1cccc(Cl)c1)C(=O)Nc1nc(-c2ccccn2)cs1 (stereo not given)	.	-4%	-0.4%	9.2	65	.	.	.	.	.	9.8%	.
CC(C)OCCCNC(=S)NNC(=O)c1ccc(Cl)c(Cl)c1	12%	-12%	-0.2%	0.2	46	-25%	6	13	i	13	3.5%	-9%
CCN(CC)C1CCCCC1NS(=O)(=O)c1ccc(Cl)cc1 (stereo not given)	7%	-6%	0.0%	0.5	92	3%	3	1	.	.	1.3%	-2%
O=C(CN1C(=O)S/C(=C\c2cc(Cl)c(O)c(Cl)c2)C1=O)Nc1ccccc1	18%	-53%	-0.3%	.	.	0%	.	.	.	.	16%	6%	NS5 inhibitors pilot replicate=-26
O=C(Nc1cccc(Cl)c1)Nn1cnnc1	3%	-77%	0.1%	-1.6	103	18%	.	.	.	.	1.5%	-8%
Cc1cc(O)c2c(c1)C(=O)c1cc(O)cc(O)c1C2=O	.	4%	0.1%	-0.2	72	.	.	.	.	.	15%	.
O=C(c1c[nH]c(C(=O)C(Cl)(Cl)Cl)c1)c1c(F)cccc1F	16%	-6%	0.1%	-0.9	102	36%	.	.	.	.	0.4%	-8%
Cc1cc(C)cc(C(=O)N2CCC(C(N)=O)CC2)c1	13%	-6%	0.7%	-1.0	68	11%	5	8	i	1	1.3%	1%
O=C(/C=C/c1ccccc1[N+](=O)[O-])N1CCN(c2ccccc2F)CC1	-7%	-13%	0.0%	-1.0	91	-2%	0	-12	i	14	1.3%	-2%
C=CCN1C(=O)c2ccc(C(=O)N(C)CC(=O)Nc3ccccc3Cl)cc2C1=O	.	6%	1.4%[50 µM]	0.5	61	.	.	.	.	.	-1.4%	.
O=S(=O)(Nc1cccc(-c2cn3cccnc3n2)c1)c1ccc(Cl)cc1	18%	-5%	1.0%	0.9	61	14%	3	-18	i	-11	16%	-16%
CCOC(=O)c1cnn2c(C)cc(-c3ccccc3)nc12	4%	-1%	-0.1%	0.2	88	26%	7	-7	i	7	-0.3%	7%
CCOC(=O)N1CCC(Nc2c(NCCN3CCN(Cc4ccccc4)CC3)c(=O)c2=O)CC1	-16%	-12%	-5.4%	0.0	76	4%	-1	7	i	6	0.7%	-1%
O=C(CCC1CCCCC1)Nc1ccccc1C(=O)N1CCOCC1	25%	-8%	0.2%	0.2	73	-4%	7	19	i	28	0.8%	-8%
Cc1ccc(C(=O)NNC(=O)Cn2ccc(C(F)(F)F)n2)o1	.	-9%	0.3%[50 µM]	-0.7	56	.	.	.	.	.	-1.1%	.
O=C(OCC(=O)N1CCN(C(=O)c2ccco2)CC1)c1cn(-c2ccccc2)nc1-c1ccccc1	-8%	-4%	-0.1%	-0.5	50	-4%	80*	25*	i	-2	5.1%	0%
C=CCn1c(CCCOc2ccc(Cl)cc2Cl)n[nH]c1=S	-24%	-15%	0.2%	4.7	85	4%	57	36	i	1	?	0%
O=C(Nc1ccc2c(c1)OCCO2)C1CCCN1C(=O)Nc1ccccc1 (stereo not given)	0%	-2%	-0.6%	0.1	36	3%	.	.	.	.	0.7%	-6%
Cc1cc(-c2ccc(/C=N/n3cnnc3)o2)ccc1Cl	5%	27%	0.2%	-0.2	82	4%	10	7	i	9	63%	3%
